Assay outcomes: PubChem BioAssay, several laboratories
Pf gamet viab = late stage P. falciparum gametocyte viability inhibitors, primary screen, ATP luminescence, HTS | hit rate 0.065% among 150,000 | inhibition, % at 10.9 µM | P. falciparum stage V gametocytes, 24 h;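 active means inhibition above the mean plus 3 SD of compounds within the control limits, set per campaign, cut at about 38% in these data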;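 further: 0% = DMSO wells and 100% = medium only without gametocytes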
Rac1 wt GTP bind = wildtype Rac1 GTP binding modulators, primary screen, biochemical, GST-Rac1 beads, flow cytometry, multiplex. Ras-related C3 botulinum toxin substrate 1 (Homo sapiens), P63000. GTP binding activity (% of control), % at 10 µM. fluorescent GTP binding; actives lie on both sides; 0 = cold GTP competed, 100 = untreated. hit rate 0.27% among 190,000. AID 757, 2007;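 active means GTP binding activity at least 20 points away from the 100% control level, either lower or higher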
Avidin bead fluor = green autofluorescence of compounds with avidin beads – biophysical, 488/530 nm, flow cytometry, artefact control, profiling panel; compound fluorescence 488/530 nm; stronger effect = higher value; fluorescence (KMESF) at 10 µM; hit rate 0.38% among 220,000; AID 1775, 2009; in the data active means fluorescence above about 47; further: inactives centre near 10
Rab7 wt modul = modulators of GTP binding to Rab7, primary screen, biochemical, wildtype, multiplex bead flow cytometry. Rab7 GTPase wild type (dog), Bodipy-FL-GTP binding. GST-Rab7 beads, fluorescent GTP binding; actives lie on both sides; untreated = 100%, excess cold GTP = 0%. GTP binding activity (percent of control), % at 10 µM. hit rate 0.055% among 190,000. AID 758, 2007;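 active means fluorescent GTP binding to Rab7 beads changed by at least 20 points from the 100% baseline, either direction, mostly lower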;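 further: median green fluorescence of bound Bodipy-FL-GTP per Rab7 bead population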
ABCG2 block = ABCG2 efflux pump inhibitors, primary screen, multiplex with ABCB1, IgMXP3 cells, flow cytometry. hit rate 0.1% among 190,000. Broad substrate specificity ATP-binding cassette transporter ABCG2 (Homo sapiens), Q9UNQ0. inhibition, % at 6.6 µM. JC-1 efflux;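 active means inhibition above 80%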;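 further: 0% = DMSO and 100% = nicardipine control wells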
Target sequence (Q9UNQ0 whole entry, looked up): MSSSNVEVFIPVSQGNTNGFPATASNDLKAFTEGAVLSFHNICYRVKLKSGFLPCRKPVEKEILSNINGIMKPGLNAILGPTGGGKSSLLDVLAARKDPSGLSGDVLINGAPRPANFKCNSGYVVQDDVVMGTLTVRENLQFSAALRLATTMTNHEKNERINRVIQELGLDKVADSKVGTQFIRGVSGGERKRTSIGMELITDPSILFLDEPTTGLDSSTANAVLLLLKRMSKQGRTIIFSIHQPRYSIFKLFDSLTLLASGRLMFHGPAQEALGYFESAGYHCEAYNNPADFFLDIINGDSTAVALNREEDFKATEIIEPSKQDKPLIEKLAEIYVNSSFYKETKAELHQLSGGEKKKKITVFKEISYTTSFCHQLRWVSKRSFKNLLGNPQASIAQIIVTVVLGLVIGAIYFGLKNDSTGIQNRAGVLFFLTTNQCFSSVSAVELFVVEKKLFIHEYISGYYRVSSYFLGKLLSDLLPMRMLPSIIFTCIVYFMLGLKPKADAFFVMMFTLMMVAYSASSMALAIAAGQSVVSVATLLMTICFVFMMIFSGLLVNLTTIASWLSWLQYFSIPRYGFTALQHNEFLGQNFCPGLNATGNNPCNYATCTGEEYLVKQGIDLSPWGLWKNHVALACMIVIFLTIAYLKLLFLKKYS
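material = IgMXP3 (ABCG2) plus far-red-tagged CCRF-Adr (ABCB1) cells | amount = 3 million cells/mL, equal mix of both lines | also added = JC-1 transporter substrate | dosing = one concentration, 6.6 µM final | schedule = 10 min at 25 °C | measured by = flow cytometric JC-1 green MFI at 530 nm | read-out basis = percent efflux inhibition, scaled nicardipine 100% to DMSO 0%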
Rab2A wt mod = modulators of GTP binding to Rab2A wildtype, primary screen, biochemical, dog, bead-based flow cytometry, multiplex. Ras-related protein Rab-2A (Canis lupus familiaris), P61105. GST-Rab2 wt beads, Bodipy-GTP binding. GTP binding activity, % at 10 µM. hit rate 0.19% among 190,000;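 active means GTP binding activity at least 20 points away from 100%, either lowered or raised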;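 further: 0% = beads with excess unlabeled GTP and 100% = no-compound control corrected for plate trend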
Rac1 act GTP bind = GTP binding modulators of activated mutant Rac1, primary screen, biochemical, bead-based flow cytometry, multiplex, fluorescent GTP; hit rate 0.11% among 190,000; percent activity (GTP binding), % at 10 µM; GST-Rac1 activated beads; actives lie on both sides; 100% means binding = to untreated wells;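 active means GTP binding at least 20 percentage points away from the 100% baseline, in either direction, so actives lie on both sides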
Cdc42 wt GTP = modulators of GTP binding to wildtype Cdc42, primary screen, biochemical, multiplex bead flow cytometry, Bodipy-GTP; GST-Cdc42 beads; actives lie on both sides; hit rate 0.2% among 190,000; percent activity (GTP binding), % at 10 µM; Cell division control protein 42 homolog (Homo sapiens), P60953;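 active means percent activity GTP binding at least 20 points away from the 100% baseline, either down as inhibitor or up as activator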;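 further: median bead fluorescence of bound Bodipy-FL-GTP at 100 nM; 0% = excess unlabeled GTP control and 100% = no compound control; below 100% means less GTP binding so inhibitor and above means activator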
Target sequence (P60953 whole entry, looked up): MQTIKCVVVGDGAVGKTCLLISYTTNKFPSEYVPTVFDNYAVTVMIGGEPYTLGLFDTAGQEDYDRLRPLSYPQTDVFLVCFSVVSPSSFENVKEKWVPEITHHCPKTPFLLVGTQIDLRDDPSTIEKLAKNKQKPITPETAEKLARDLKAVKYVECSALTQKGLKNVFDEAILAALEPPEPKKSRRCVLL
HRas wt GTP = modulators of GTP binding to HRas wildtype, primary screen, biochemical, bead-based flow cytometry, multiplex | GTPase HRas (Homo sapiens), P01112 | GST-Ras wt beads, Bodipy-FL-GTP binding; actives lie on both sides | GTP binding activity, % at 10 µM | hit rate 0.14% among 190,000;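 active means GTP binding activity at least 20% away from the 100% baseline, either lowered as inhibitor or raised as activator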;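 further: 0% = unlabeled GTP competition control and 100% = no-compound control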
Target sequence (P01112 whole entry, looked up): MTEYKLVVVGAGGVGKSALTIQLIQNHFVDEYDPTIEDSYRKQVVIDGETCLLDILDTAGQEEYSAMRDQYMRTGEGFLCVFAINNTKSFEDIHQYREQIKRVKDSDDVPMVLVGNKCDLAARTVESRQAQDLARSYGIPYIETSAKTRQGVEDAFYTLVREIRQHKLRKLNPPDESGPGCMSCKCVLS
ABCB1 inh = ABCB1 efflux pump inhibitors, primary screen, cell-based, multiplex, flow cytometry, ABCG2 counter-screen; ATP-dependent translocase ABCB1 (Homo sapiens), P08183; CCRF-Adr cells, JC-1 efflux; inhibition, % at 6.6 µM; hit rate 0.067% among 190,000; in the data active means inhibition above about 40%;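 further: 0% = vehicle and 100% = reference inhibitor; higher value means more JC-1 retained so stronger ABCB1 efflux block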
GSH fluor = compound fluorescence on glutathione beads, profiling panel, artefact control, biophysical, 488/530 nm, flow cytometry; GSH beads flow cytometry, compound fluorescence 488/530 nm; stronger effect = higher value; AID 1776, 2009; fluorescence (KMESF) at 10 µM; hit rate 0.25% among 190,000; in the data active means fluorescence above about 89;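 further: glutathione beads carrying GST-tagged Bcl family fusion proteins plus one bare bead set; values are compound well signal with DMSO vehicle wells as background; inactives centre near 16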
Active calls of the source: *.

For C[C@@H]1NC(=O)c2cc([N+](=O)[O-])cc(I)c2OCC[C@@H](C(=O)NC(CC(=O)O)C(N)=O)NC(=O)[C@H](CC(N)=O)NC1=O (stereo partly drawn) the results were Rac1 wt GTP bind 101.0, Avidin bead fluor 9, Rab7 wt modul 94.0, ABCG2 block 2.8, Rab2A wt mod 98.0, Rac1 act GTP bind 97.0, Cdc42 wt GTP 96.0, HRas wt GTP 99.0, ABCB1 inh 0.7 and GSH fluor 17.
Screening COc1ccc(S(=O)(=O)Nc2ccc(F)c(F)c2)cc1Cl returned Rac1 wt GTP bind 98.0, Avidin bead fluor 12, Rab7 wt modul 103.0, ABCG2 block -0.9, Rab2A wt mod 100.0, Rac1 act GTP bind 98.0, Cdc42 wt GTP 99.0, HRas wt GTP 101.0, ABCB1 inh -0.3 and GSH fluor 17.
Cc1ccccc1C(=O)NNC(=S)NC(=O)c1cccnc1 was read as Pf gamet viab 11.7, Rac1 wt GTP bind 101.0, Avidin bead fluor 5, Rab7 wt modul 102.0, ABCG2 block 0.8, Rab2A wt mod 99.0, Rac1 act GTP bind 97.0, Cdc42 wt GTP 100.0, HRas wt GTP 99.0, ABCB1 inh 0.0 and GSH fluor 11.
Screening O=C(O)C1C2C=CC3(O2)C1C(=O)N1c2ccccc2COC13 (stereo not drawn) returned Pf gamet viab -5.6, Rac1 wt GTP bind 93.0, Avidin bead fluor 1, Rab7 wt modul 97.0, ABCG2 block 0.2, Rab2A wt mod 96.0, Rac1 act GTP bind 95.0, Cdc42 wt GTP 92.0, HRas wt GTP 95.0, ABCB1 inh 0.1 and GSH fluor 31.
For COc1ccc(C2(C)NC(=O)N(CC(=O)NCCC3=CCCCC3)C2=O)cc1OC (stereo not drawn) the results were Rac1 wt GTP bind 97.0, Avidin bead fluor 4, Rab7 wt modul 95.0, ABCG2 block 1.5, Rab2A wt mod 96.0, Rac1 act GTP bind 97.0, Cdc42 wt GTP 99.0, HRas wt GTP 97.0, ABCB1 inh 0.2 and GSH fluor 16.
`COc1cc(C(=O)NCc2ccc(F)cc2)cc(Cl)c1OC` gave Rac1 wt GTP bind 98.0, Avidin bead fluor 11, Rab7 wt modul 102.0, ABCG2 block -3.3, Rab2A wt mod 99.0, Rac1 act GTP bind 96.0, Cdc42 wt GTP 98.0, HRas wt GTP 98.0, ABCB1 inh -2.4 and GSH fluor 22.
O=C(Nc1ccc2c(c1)OCO2)C1CCN(c2ccc(S(=O)(=O)N3CCOCC3)cc2)CC1 was read as Rac1 wt GTP bind 110.0, Avidin bead fluor 7, Rab7 wt modul 104.0, ABCG2 block 3.4, Rab2A wt mod 106.0, Rac1 act GTP bind 105.0, Cdc42 wt GTP 103.0, HRas wt GTP 105.0, ABCB1 inh 0.3 and GSH fluor 8.
`COc1ccc(-c2nc3cnccn3c2Nc2ccc3c(c2)OCO3)cc1` gave Rac1 wt GTP bind 108.0, Avidin bead fluor 8, Rab7 wt modul 101.0, ABCG2 block 5.9, Rab2A wt mod 103.0, Rac1 act GTP bind 100.0, Cdc42 wt GTP 104.0, HRas wt GTP 102.0, ABCB1 inh 0.6 and GSH fluor 25.
O=C(CCCCCn1c(=S)[nH]c2ccc(N3CCOCC3)cc2c1=O)NCc1ccc2c(c1)OCO2 was read as Rac1 wt GTP bind 100.0, Avidin bead fluor 21, Rab7 wt modul 106.0, ABCG2 block 1.1, Rab2A wt mod 98.0, Rac1 act GTP bind 99.0, Cdc42 wt GTP 102.0, HRas wt GTP 102.0, ABCB1 inh -0.1 and GSH fluor 8.
CCCCNC(=O)c1onc(CSc2cccc(OC)c2)c1C(=O)O was read as Pf gamet viab -14.3, Rac1 wt GTP bind 98.0, Avidin bead fluor 25, Rab7 wt modul 100.0, ABCG2 block -1.1, Rab2A wt mod 93.0, Rac1 act GTP bind 93.0, Cdc42 wt GTP 95.0, HRas wt GTP 96.0, ABCB1 inh 0.1 and GSH fluor 23.
For CC(C)CC(=O)Nc1ccc2c(c1)oc1ccccc12 the results were Rac1 wt GTP bind 103.0, Avidin bead fluor 9, Rab7 wt modul 101.0, ABCG2 block 6.3, Rab2A wt mod 102.0, Rac1 act GTP bind 99.0, Cdc42 wt GTP 101.0, HRas wt GTP 104.0, ABCB1 inh -0.1 and GSH fluor 31.
Screening CCn1cc(-c2cc(C(=O)O)on2)c(C)n1 returned Pf gamet viab 6.0, Rac1 wt GTP bind 98.0, Avidin bead fluor 7, Rab7 wt modul 98.0, ABCG2 block 0.7, Rab2A wt mod 97.0, Rac1 act GTP bind 97.0, Cdc42 wt GTP 100.0, HRas wt GTP 95.0, ABCB1 inh 0.1 and GSH fluor 21.
For CC(=O)c1cc(C(=O)N2CCCC(CCC(=O)N(C)CCc3ccccn3)C2)cs1 (stereo not drawn) the results were Pf gamet viab 7.4, Rac1 wt GTP bind 97.0, Avidin bead fluor 7, Rab7 wt modul 102.0, ABCG2 block 1.3, Rab2A wt mod 98.0, Rac1 act GTP bind 97.0, Cdc42 wt GTP 97.0, HRas wt GTP 98.0, ABCB1 inh 1.1 and GSH fluor 14.
Screening CCOC(=O)COc1ccc(Cl)cc1C1NC(=O)NC(C)=C1C(C)=O (stereo not drawn) returned Rac1 wt GTP bind 104.0, Avidin bead fluor 13, Rab7 wt modul 96.0, ABCG2 block 3.5, Rab2A wt mod 101.0, Rac1 act GTP bind 103.0, Cdc42 wt GTP 100.0, HRas wt GTP 99.0, ABCB1 inh -0.1 and GSH fluor 29.
Screening CCc1cc2c(SCC(=O)NC3CCS(=O)(=O)C3)ncnc2s1 (stereo not drawn) returned Pf gamet viab 13.9, Rac1 wt GTP bind 97.0, Avidin bead fluor 14, Rab7 wt modul 96.0, ABCG2 block 0.3, Rab2A wt mod 97.0, Rac1 act GTP bind 93.0, Cdc42 wt GTP 94.0, HRas wt GTP 94.0, ABCB1 inh 0.0 and GSH fluor 16.
For CCCCN=C1NN=C(c2cccc([N+](=O)[O-])c2)CS1 the results were Pf gamet viab -0.2, Rac1 wt GTP bind 100.0, Avidin bead fluor 12, Rab7 wt modul 97.0, ABCG2 block 8.9, Rab2A wt mod 95.0, Rac1 act GTP bind 94.0, Cdc42 wt GTP 97.0, HRas wt GTP 95.0, ABCB1 inh 0.8 and GSH fluor 15.
Screening CC(C)CNC(=O)c1cccc(NC(=O)CSc2ccccc2)c1 returned Pf gamet viab -6.4, Rac1 wt GTP bind 102.0, Avidin bead fluor 26, Rab7 wt modul 98.0, ABCG2 block 77.5, Rab2A wt mod 96.0, Rac1 act GTP bind 99.0, Cdc42 wt GTP 100.0, HRas wt GTP 99.0, ABCB1 inh 0.2 and GSH fluor 10.
CCOc1nc(SCCOc2ccccc2)nc(N(C)C)n1 was read as Rac1 wt GTP bind 107.0, Avidin bead fluor 4, Rab7 wt modul 105.0, ABCG2 block 1.5, Rab2A wt mod 106.0, Rac1 act GTP bind 102.0, Cdc42 wt GTP 105.0, HRas wt GTP 103.0, ABCB1 inh 0.2 and GSH fluor 46.
Screening CCOC(=O)C1=C(C)N=c2s/c(=C\c3cccn3C)c(=O)n2C1c1cccc(OC)c1OC (stereo not drawn) returned Rac1 wt GTP bind 101.0, Avidin bead fluor 6, Rab7 wt modul 99.0, ABCG2 block -6.4, Rab2A wt mod 98.0, Rac1 act GTP bind 98.0, Cdc42 wt GTP 100.0, HRas wt GTP 99.0, ABCB1 inh -4.0 and GSH fluor 29.
For O=C(Nc1ccc(N2CCOCC2)cc1)C1CC(O)CN1S(=O)(=O)c1ccc(Cl)cc1 (stereo not drawn) the results were Pf gamet viab 13.0, Rac1 wt GTP bind 98.0, Avidin bead fluor 5, Rab7 wt modul 108.0, ABCG2 block 2.7, Rab2A wt mod 106.0, Rac1 act GTP bind 98.0, Cdc42 wt GTP 99.0, HRas wt GTP 102.0, ABCB1 inh -0.2 and GSH fluor 11.
For Cc1ccc(C(NC(=O)N2CC(C)OC(C)C2)C(Cl)Cl)cc1F (stereo not drawn) the results were Pf gamet viab -28.0, Rac1 wt GTP bind 101.0, Avidin bead fluor 10, Rab7 wt modul 94.0, ABCG2 block 8.9, Rab2A wt mod 100.0, Rac1 act GTP bind 100.0, Cdc42 wt GTP 101.0, HRas wt GTP 99.0, ABCB1 inh 1.3 and GSH fluor 11.
For CC1CC(=O)c2cnc(NCC3CCCO3)nc2C1 (stereo not drawn) the results were Pf gamet viab 13.4, Rac1 wt GTP bind 97.0, Avidin bead fluor 3, Rab7 wt modul 99.0, ABCG2 block 2.6, Rab2A wt mod 100.0, Rac1 act GTP bind 98.0, Cdc42 wt GTP 99.0, HRas wt GTP 99.0, ABCB1 inh 0.0 and GSH fluor 34.
COc1cccc(N2C(=O)C(CC(=O)Nc3ccc(F)cc3)N(C3CCCCC3)C2=O)c1 (stereo not drawn) was read as Rac1 wt GTP bind 90.0, Avidin bead fluor 12, Rab7 wt modul 92.0, ABCG2 block 7.3, Rab2A wt mod 92.0, Rac1 act GTP bind 91.0, Cdc42 wt GTP 94.0, HRas wt GTP 93.0, ABCB1 inh 0.7 and GSH fluor 32.
For CCCCCn1ccc(=O)c2c(C(F)(F)F)nccc21 the results were Rac1 wt GTP bind 97.0, Avidin bead fluor 5, Rab7 wt modul 96.0, ABCG2 block -2.5, Rab2A wt mod 98.0, Rac1 act GTP bind 91.0, Cdc42 wt GTP 96.0, HRas wt GTP 97.0, ABCB1 inh -0.3 and GSH fluor 18.
`O=C(Nc1nnc(-c2ccccc2)o1)NC1CCCCC1` gave Rac1 wt GTP bind 100.0, Avidin bead fluor 12, Rab7 wt modul 98.0, ABCG2 block 0.6, Rab2A wt mod 101.0, Rac1 act GTP bind 99.0, Cdc42 wt GTP 99.0, HRas wt GTP 101.0, ABCB1 inh 0.2 and GSH fluor 21.
For Cc1ccc(CCNC(=O)C2CCN(C(=O)c3sccc3-n3cccc3)CC2)cc1 the results were Rac1 wt GTP bind 101.0, Avidin bead fluor 6, Rab7 wt modul 103.0, ABCG2 block 1.4, Rab2A wt mod 102.0, Rac1 act GTP bind 97.0, Cdc42 wt GTP 101.0, HRas wt GTP 103.0, ABCB1 inh 0.4 and GSH fluor 40.
